Screening results deposited in PubChem BioAssay by several laboratories.
Siah-1 displacement: blockers of Siah-1 interaction with plectin peptide – biochemical, fluorescence polarization, rhodamine-plectin, uHTS, primary screen (AID 1817); actives 0.02% (n = 290,000); displacement, % at 20 µM; hits with a dose series show IC50 in µM; Siah-1 / rhodamine-plectin peptide fluorescence polarization; higher % means a stronger effect;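 active = displacement of at least 50% at 20 µM, with a fluorescence ratio check between 0.3 and a set limit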;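 also: plate controls were Siah plus tracer with DMSO for no effect and tracer alone without Siah for full effect; strong numbers were not always called active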
AID2073: disruptors of CaV2.2 binding to Mint1 – biochemical, HTRF (AID 2073) | HTRF protein-protein interaction, Mint1-CaV2.2; higher % means a stronger effect | one-dose inhibition, % at 20 µM; IC50 in µM for titrated hits | actives 0.19% (n = 290,000); in the data active = inhibition mostly above about 51%, no sharp cut-off; also: some results filed as inactive read as strong as hits
HIV peptide binding: inhibitors of HIV fusion peptide binding, primary screen, biochemical, uHTS, fluorescence dequenching (AID 1986). cell-free peptide binding, fluorescence dequenching, 30 min; higher % means a stronger effect. inhibition, % at 20 µM; hits with a dose series show IC50 in µM. actives 0.3% (n = 290,000); in the data active = inhibition mostly above about 52%, no sharp cut-off; inactive = mostly below about 76%; also: some results filed as inactive read as strong as hits
GPR55 antagonists: GPR55 antagonists blocking LPI-driven arrestin recruitment, primary screen, imaging, U2OS, beta-arrestin-GFP, LPI agonist (AID 2013); actives 0.13% (n = 290,000); U2OS GPR55 beta-arrestin-GFP translocation imaging, LPI antagonism; higher % means a stronger effect; inhibition, % at 10 µM; hits with a dose series show IC50 in µM;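 active = spots per cell inhibited over 60%, with over 100 cells counted and total cytoplasm intensity under 500,000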;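 also: U2OS cells stably carrying GPR55 and arrestin-GFP stimulated by 5 µM LPI near EC80; imaged beta-arrestin-GFP aggregate spots per cell after agonist stimulation; plate controls were LPI-stimulated DMSO wells for no effect and DMSO wells without LPI for full effect; some results filed as inactive read as strong as hits; confirmed hits need IC50 under 10 µM and bright autofluorescent wells are also inconclusive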
GPR35 antagonists: GPR35 antagonists blocking zaprinast-driven arrestin recruitment, primary screen, imaging, U2OS, beta-arrestin-GFP, zaprinast agonist (AID 2058). U2OS GPR35 beta-arrestin-GFP translocation imaging, zaprinast antagonism; higher % means a stronger effect. one-dose inhibition, % at 10 µM; IC50 in µM for titrated hits. actives 0.052% (n = 290,000);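 active = inhibition of at least 50% with at least 30 cells and total cytoplasm GFP at most 10,000,000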
NTR1 agonist: agonists of NTR1, primary screen, imaging, U2OS cells, beta-arrestin-GFP, high content (AID 493036) | NTR1-U2OS beta-arrestin-GFP spot imaging, agonist mode | P30989 | activation, % at 20 µM | actives 0.17% (n = 330,000);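 active = activation at or above 40% of the spot to cytoplasm intensity ratio, with at least 20 cells analyzed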;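 also: 0% = DMSO without peptide and 100% = 100 nM NTR1 peptide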
Target sequence (P30989 whole entry, looked up): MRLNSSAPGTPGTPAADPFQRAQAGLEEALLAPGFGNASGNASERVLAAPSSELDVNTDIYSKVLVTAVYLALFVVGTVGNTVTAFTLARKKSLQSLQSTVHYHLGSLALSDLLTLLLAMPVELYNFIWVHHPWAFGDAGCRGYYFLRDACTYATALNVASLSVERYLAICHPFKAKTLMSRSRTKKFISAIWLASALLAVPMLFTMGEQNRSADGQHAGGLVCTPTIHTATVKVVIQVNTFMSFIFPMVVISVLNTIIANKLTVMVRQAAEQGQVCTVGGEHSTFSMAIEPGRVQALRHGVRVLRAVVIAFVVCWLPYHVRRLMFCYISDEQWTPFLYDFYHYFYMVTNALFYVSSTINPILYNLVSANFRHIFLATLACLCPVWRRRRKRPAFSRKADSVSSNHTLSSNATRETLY
K1F lysis inhibition: inhibition of K1F phage lysis, E. coli UTI89, bacterial capsule biogenesis inhibitors, alamar blue (AID 488966) | E. coli UTI89 K1F phage lysis, alamar blue, 2 h; higher % means a stronger effect | inhibition, % at 100 µM, or IC50 in µM where a hit was titrated | actives 0.02% (n = 340,000);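 active = phage lysis inhibition, versus mean bacterial control, above a set limit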;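 also: capsule biogenesis inhibitors block K1F phage lysis so surviving cells raise fluorescence; higher fluorescence means more inhibition of phage lysis; actives were called in the ten point dose series up to 300 µM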
NS5 inhibitors: Dengue-2 NS5 methyltransferase inhibitors, primary screen, biochemical, confirmation dose response (AID 588689). Dengue-2 NS5 methyltransferase capping enzyme assay, biochemical; higher % means a stronger effect. actives 0.3% (n = 340,000). one-dose inhibition, % at 25 µM; IC50 in µM for titrated hits; in the data active = a potency from the dose series
GPR55 activation: selective activators of receptor GPR55 – imaging, U2OS cells, beta-arrestin-GFP redistribution, primary screen (AID 1961); U2OS GPR55 beta-arrestin-GFP redistribution imaging; higher % means a stronger effect; one-dose activation, % at 10 µM; EC50 in µM for titrated hits; actives 0.048% (n = 290,000);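 active = activation above 40% with more than 50 cells counted in the well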;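 also: U2OS osteosarcoma cells stably expressing GPR55 and beta-arrestin-GFP; plate controls were DMSO negative control for no effect and LPI positive control for full effect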
NTR1 agonist cell count 20 µM: second read-out of NTR1 agonist, no call of its own (marks repeat the call); cell count; measured here: cell count, cytotoxicity flag
The depositor's hits bear a star; / = no result given; [ ] = dose if it differs, or a comment. Rows were taken by chance; 1.2% or so of the library scored in one or more.

Preview:
SMILES	Siah-1 displacement	AID2073	HIV peptide binding	GPR55 antagonists	GPR35 antagonists	NTR1 agonist	NTR1 agonist cell count 20 µM	K1F lysis inhibition	NS5 inhibitors	GPR55 activation
CC1CCN(c2cc(N3CCOCC3)c(F)cc2[N+](=O)[O-])CC1	-4%	5%	-2.5%	-21%	12%	-2.1	47	1.1%	-8%	-0.1%
OCC(CO)(CO)N=Cc1c(O)ccc2ccccc12	3%	-16%	1.0%	-16%	-17%	1.1	65	2.0%	25%	0.5%
CN(C)c1ccc(/C=N/N2C(=O)c3ccccc3C2=O)cc1	-3%	25%	-1.4%	13%	21%	2.4	63	0.0%	-1%	-1.5%
CCCCNC(=O)NCCN1CCOCC1	14%	9%	-0.5%	5%	-2%	0.7	49	0.6%	-1%	-0.1%
C/C(=N\Nc1cccc([N+](=O)[O-])c1)c1cc2ccccc2o1	-1%	16%	-0.3%	7%	-8%	14	47	-0.5%	-5%	0.0%
C=CCOC(=O)C1=C(C)NC(=S)C(C#N)(CC=C)C1c1ccccc1Cl (configuration not stated)	-2%	10%	1.2%	13%	3%	5.2	46	/	/	0.9%
Cc1onc(-c2c(Cl)cccc2Cl)c1C(=O)n1nnc2ccccc21	2%	-8%	0.3%	-14%	4%	-0.8	45	/	/	0.2%
CCCCSCCCNC(=O)C1CCC(CNS(=O)(=O)c2ccc(NC(C)=O)cc2)CC1 (configuration not stated)	3%	24%	0.0%	-2%	-19%	-0.4	88	-1.5%[50 µM]	-5%	-0.2%
COc1cc(/C=N/NC(=O)c2csc3c2CCCC3)cc(OC)c1O	40%	4%	-0.9%	9%	1%	1.6	49	4.3%	-1%	-0.3%

This part in full, from the first entry:
SMILES	Siah-1 displacement	AID2073	HIV peptide binding	GPR55 antagonists	GPR35 antagonists	NTR1 agonist	NTR1 agonist cell count 20 µM	K1F lysis inhibition	NS5 inhibitors	GPR55 activation
CC1CCN(c2cc(N3CCOCC3)c(F)cc2[N+](=O)[O-])CC1	-4%	5%	-2.5%	-21%	12%	-2.1	47	1.1%	-8%	-0.1%
OCC(CO)(CO)N=Cc1c(O)ccc2ccccc12	3%	-16%	1.0%	-16%	-17%	1.1	65	2.0%	25%	0.5%
CN(C)c1ccc(/C=N/N2C(=O)c3ccccc3C2=O)cc1	-3%	25%	-1.4%	13%	21%	2.4	63	0.0%	-1%	-1.5%
CCCCNC(=O)NCCN1CCOCC1	14%	9%	-0.5%	5%	-2%	0.7	49	0.6%	-1%	-0.1%
C/C(=N\Nc1cccc([N+](=O)[O-])c1)c1cc2ccccc2o1	-1%	16%	-0.3%	7%	-8%	14	47	-0.5%	-5%	0.0%
C=CCOC(=O)C1=C(C)NC(=S)C(C#N)(CC=C)C1c1ccccc1Cl (configuration not stated)	-2%	10%	1.2%	13%	3%	5.2	46	/	/	0.9%
Cc1onc(-c2c(Cl)cccc2Cl)c1C(=O)n1nnc2ccccc21	2%	-8%	0.3%	-14%	4%	-0.8	45	/	/	0.2%
CCCCSCCCNC(=O)C1CCC(CNS(=O)(=O)c2ccc(NC(C)=O)cc2)CC1 (configuration not stated)	3%	24%	0.0%	-2%	-19%	-0.4	88	-1.5%[50 µM]	-5%	-0.2%
COc1cc(/C=N/NC(=O)c2csc3c2CCCC3)cc(OC)c1O	40%	4%	-0.9%	9%	1%	1.6	49	4.3%	-1%	-0.3%
O=C(O)C=C1CCN(c2ncc(C(F)(F)F)cc2Cl)CC1	1%	14%	4.3%	0%	-2%	0.4	77	1.3%	-6%	-0.1%
O=C(NC1CCCCCC1)c1ccccc1-c1ccccc1	3%	30%	2.4%	-19%	-11%	-0.2	52	1.8%[50 µM]	-1%	-0.1%
N#C/C(=C\c1ccccc1O)C(=O)Nc1cccnc1	-3%	6%	-1.0%	-6%	8%	2.2	61	0.5%	-2%	0.3%
CC(C(=O)O)n1cnc2sc3c(c2c1=O)CCCC3 (configuration not stated)	0%	0%	-0.2%	-8%	-5%	0.5	95	0.1%	/	-0.1%
Oc1ccc(-c2n[nH]c(=S)n2-c2ccc3c(c2)OCCO3)cc1	-2%	-15%	1.3%	11%	-4%	0.0	84	0.2%	13%	-0.2%
C=C(C)Cn1c(N2CC(C)CC(C)C2)nc2c1c(=O)[nH]c(=O)n2C (configuration not stated)	10%	-2%	-0.9%	-10%	6%	-0.8	64	0.5%	2%	-0.1%

The closing 2 records of the section above are carried over, then new ones follow:
SMILES	Siah-1 displacement	AID2073	HIV peptide binding	GPR55 antagonists	GPR35 antagonists	NTR1 agonist	NTR1 agonist cell count 20 µM	K1F lysis inhibition	NS5 inhibitors	GPR55 activation
Oc1ccc(-c2n[nH]c(=S)n2-c2ccc3c(c2)OCCO3)cc1	-2%	-15%	1.3%	11%	-4%	0.0	84	0.2%	13%	-0.2%
C=C(C)Cn1c(N2CC(C)CC(C)C2)nc2c1c(=O)[nH]c(=O)n2C (configuration not stated)	10%	-2%	-0.9%	-10%	6%	-0.8	64	0.5%	2%	-0.1%
COC(=O)c1cc(Nc2cc(C)c3ccc(O)cc3n2)cc(C(=O)OC)c1	-3%	27%	-1.0%	11%	-3%	1.0	58	-0.9%[50 µM]	3%	-0.1%
CCN(Cc1ccccc1)S(=O)(=O)c1cc(C(=O)NC(C)C2CC3CCC2C3)ccc1OC (configuration not stated)	4%	3%	0.0%	12%	-4%	2.2	41	4.2%	-1%	-0.3%
Cc1cccc(N2C(S)=C(C#N)C(=O)NC2c2ccco2)c1 (configuration not stated)	0%	41%	8.4%	9%	3%	1.8	45	0.4%	-9%	-0.1%
O=C(CSc1nc2ccccc2o1)N1CCCC1	-5%	0%	-0.9%	4%	-26%	0.5	39	0.5%	5%	-0.1%
COc1cc2nc(NC(=O)c3ccc(F)cc3Cl)sc(=O)c2cc1OC	4%	-2%	-1.8%	5%	1%	3.7	89	-0.1%	-2%	-0.1%
Clc1nc(Cl)nc(N(c2ccccc2)c2ccccc2)n1	-3%	16%	-1.4%	20%	6%	0.1	64	0.6%	-7%	-0.3%
Cc1nc(NC(=O)c2cc3c(s2)CCCCC3)sc1C(=O)N(C)C	-1%	9%	-1.7%	2%	17%	0.2	83	3.8%	0%	-0.1%
Cc1ccc(NC(=O)C2CCN(S(=O)(=O)c3ccc4c(c3)CC(C)N4C(=O)C3CCC3)CC2)nc1 (configuration not stated)	0%	2%	0.1%	-12%	3%	-0.4	52	0.6%	6%	-0.3%
COc1ccc(N2C(=O)CC(Sc3nnc(-c4ccccc4F)n3C)C2=O)cc1 (configuration not stated)	8%	1%	-2.2%	-4%	-10%	-1.2	30	-0.2%	-21%	0.0%
CCOC(=O)c1cc(-c2ccc(OC)cc2)nn1-c1ccccc1C(=O)O	11%	50%	1.3%	4%	5%	-1.5	70	0.1%	4%	0.3%
COc1ccc(/C=N/NC2=NCCCCC2)cc1	-1%	-4%	-2.4%	-1%	21%	-0.2	39	0.7%	-9%	-0.2%
CCOC(=O)C(=NC(C)(C)C)NNc1cc(Cl)ccc1Cl	-4%	-7%	-1.5%	4%	14%	0.4	45	-1.8%	-4%	0.0%
O=C(Nc1cn(-c2ccccc2)nc1-c1ccc(F)cc1)c1ccccc1	-2%	20%	8.9%	-14%	0%	4.9	78	-0.1%	4%	1.2%
Nc1nc(SCC(=O)NNc2c(Cl)cc(Cl)cc2Cl)n[nH]1	0%	-4%	-0.7%	-4%	8%	1.6	49	4.2%	-3%	0.8%
CCCCCCCCSc1n[nH]c(N)n1	1%	0%	-1.8%	-4%	4%	0.6	75	0.5%	-10%	-0.1%
c1ccc(C(c2nnnn2C2CCCC2)N2CCN(c3ccccc3)CC2)cc1 (configuration not stated)	-3%	3%	2.1%	-1%	-14%	2.5	53	-0.1%	-2%	-0.3%
O=C(c1cccc(C(F)(F)F)c1)N1CCCC1	0%	-7%	0.5%	0%	1%	1.8	69	6.8%	-4%	-0.1%
CNNC(=S)NCCC1=CCCCC1	1%	-1%	-2.4%	3%	20%	-0.3	53	-2.0%	-4%	0.2%
Cn1cc(C(=O)NS(=O)(=O)Nc2ccc(Br)cn2)c2ccccc21	5%	5%	2.3%	14%	-11%	0.7	56	0.1%	-1%	0.2%
CCN(CC)c1c([N+](=O)[O-])c(=O)n(CC)c2ccccc12	1%	16%	0.0%	-1%	6%	-1.0	57	/	/	0.3%
O=C(Nc1ccc(NS(=O)(=O)c2ccc([N+](=O)[O-])cc2)cc1)c1ccco1	3%	-1%	-1.8%	-3%	8%	2.5	53	-0.9%[50 µM]	1%	0.3%
CCC(C)Nc1cc(C)c(C#N)c2nc3ccccc3n12 (configuration not stated)	8%	13%	17%	12%	-6%	0.9	89	0.1%	-11%	-0.1%
CSc1nn(-c2ccc(C(=O)OCC(=O)NC(=O)NC(C)C)cc2)c(=S)s1	12%	-7%	1.3%	5%	-5%	-0.1	65	3.0%	-7%	-0.4%
CCCNC(=S)Nc1ccc(Nc2ccccc2)cc1	3%	0%	7.8%	22%	7%	0.1	46	11%	-6%	-0.1%
O=C(N/N=C\c1ccc(-c2cccc(Cl)c2)o1)C(=O)NC1CCCC1	2%	5%	-3.4%	-7%	9%	2.7	51	2.5%	-2%	0.5%
Cn1c(=O)cc(N)n(-c2ccccc2)c1=O	2%	3%	3.9%	10%	11%	-1.3	74	-1.3%[50 µM]	1%	-0.2%
COc1ccc(OCC(=O)Nc2c(C(=O)N3CCN(C)CC3)oc3ccccc23)cc1	1%	14%	-0.9%	4%	4%	-0.2	61	0.4%	-7%	-0.1%
COc1nc(C)nc(NC(=O)NS(=O)(=O)c2ccc(C)cc2)n1	3%	9%	-1.9%	-10%	-1%	-3.3	59	0.4%	-9%	-0.2%
Cc1ccc2nc3c(cc(C(=O)NC4CCCC4)c(=N)n3CCCn3ccnc3)c(=O)n2c1	8%	8%	2.9%	9%	-5%	-0.8	63	/	/	0.5%
CC(=O)C(Sc1nccc(-c2cccs2)n1)C(C)=O	-6%	-14%	2.5%	2%	5%	-1.1	70	0.1%	3%	0.5%
Cc1ccc(S(=O)(=O)N(CC(=O)N(C)C)c2cccc([N+](=O)[O-])c2)cc1	5%	1%	-1.5%	9%	8%	0.2	33	-0.5%	-7%	0.7%
CCOC(=O)CC(=O)CSc1nnc2c(n1)[nH]c1ccccc12	-1%	-8%	2.7%	10%	5%	3.8	70	-0.4%	-6%	-0.1%
O=C(O)c1ccc(NC(=O)c2ccco2)c(NC(=O)c2ccco2)c1	-2%	-5%	0.7%	-2%	1%	-0.2	48	-0.3%	3%	/
COC(=O)c1cc(OC)c(OC)cc1NC(=S)N1CCCC(CO)C1 (configuration not stated)	3%	-23%	9.4%	3%	-1%	3.5	49	-1.2%	1%	-0.1%
CC(C)N1CCN(Cc2ccncc2)CC1CCO (configuration not stated)	-1%	12%	0.5%	15%	1%	0.5	45	0.4%	2%	0.7%
